Screening data: PubChem BioAssay, The Scripps Research Institute Molecular Screening Center
MITF primary = blocks human microphthalmia-associated transcription factor. O75030. AlphaScreen MITF homodimerization, bead proximity signal. inhibition, % at 2.6 µM. hit rate 0.91% among 650,000. AID 1259374; in the data active = inhibition above about 50%;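 note: 0% = vehicle wells with protein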
GPR151 activ = activates the human receptor GPR151; PathHunter beta-arrestin GPR151 cells, luminescence; activation, % at 11.2 µM; hit rate 1% among 650,000; AID 1508602; in the data active = activation above about 4.9%;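 note: 0% = median of compound wells and 100% = cells with positive control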
TEAD-YAP block = TEAD-YAP interaction inhibition | HEK-TIYL cells, TEAD-Gal4/YAP UAS-luciferase luminescence | inhibition, % at 9.12 µM | hit rate 1.4% among 640,000 | AID 1259422; in the data active = inhibition above about 32%;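 note: 0% = median of test compound wells and 100% = reference inhibitor wells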
FBW7 act = activators of human E3 ligase FBW7 | AlphaScreen FBW7–phospho-cyclin E peptide binding, activator screen | AID 1259310 | normalized activity (activation), % at 26.1 µM | Q969H0 | hit rate 0.13% among 650,000; in the data active = normalized activity above about 1.9%;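 note: purified mutant Fbw7 with reduced substrate affinity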
Target sequence (Q969H0 whole entry, looked up): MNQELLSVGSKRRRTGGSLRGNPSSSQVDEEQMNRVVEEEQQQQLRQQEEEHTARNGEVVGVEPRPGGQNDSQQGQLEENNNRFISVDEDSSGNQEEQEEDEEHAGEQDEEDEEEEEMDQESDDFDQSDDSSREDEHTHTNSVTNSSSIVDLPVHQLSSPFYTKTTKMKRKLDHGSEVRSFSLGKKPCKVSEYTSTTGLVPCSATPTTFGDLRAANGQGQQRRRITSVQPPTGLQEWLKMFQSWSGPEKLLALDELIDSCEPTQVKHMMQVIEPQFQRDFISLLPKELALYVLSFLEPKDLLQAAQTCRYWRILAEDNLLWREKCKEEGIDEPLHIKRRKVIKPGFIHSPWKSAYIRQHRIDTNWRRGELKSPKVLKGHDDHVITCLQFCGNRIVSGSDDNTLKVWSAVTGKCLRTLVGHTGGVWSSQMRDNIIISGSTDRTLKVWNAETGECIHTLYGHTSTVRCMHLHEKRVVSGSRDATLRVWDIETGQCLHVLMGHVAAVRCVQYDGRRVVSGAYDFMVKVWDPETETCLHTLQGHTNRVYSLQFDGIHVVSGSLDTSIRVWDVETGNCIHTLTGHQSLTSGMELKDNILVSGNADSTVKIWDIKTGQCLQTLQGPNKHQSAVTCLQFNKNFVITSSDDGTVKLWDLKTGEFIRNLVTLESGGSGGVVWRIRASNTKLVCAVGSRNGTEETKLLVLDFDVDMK
An asterisk follows results filed as active.

| nr | mol | MITF primary | GPR151 activ | TEAD-YAP block | FBW7 act |
| --- | --- | --- | --- | --- | --- |
| 1 | Cc1c(CN2CCN(C3CCN(C(C)C)CC3)C(CCO)C2)cnn1C (stereo not given) | 84* | 0.1 | 0 | -0.1 |
| 2 | Cc1cc(Cl)c(S(=O)(=O)N2CCSCC2)cc1OCC(N)=O | -5 | 0.3 | 6 | 0.0 |
| 3 | CCc1c(C)c(C#N)c2nc3ccccc3n2c1NC1CCCCC1 | 3 | 0.3 | 6 | 0.1 |
| 4 | CC(C)(C)n1nc2c(c1NC(=O)Cc1ccccc1)CSC2 | 0 | 1.0 | 5 | -0.1 |
| 5 | CCOCCn1c(SC)nc2c1c(=O)[nH]c(=O)n2C | 1 | 0.5 | 2 | -0.3 |
| 6 | CCS/C(=C/C#CC(C)(C)O)C(C)(C)O | -1 | -0.8 | -2 | 0.2 |
| 7 | CCOC(=O)C1=C(C)NC2=C(C(=O)c3ccccc32)C1c1ccc(OC)cc1 (stereo not given) | 14 | 2.1 | -4 | -0.1 |
| 8 | O=C(Nc1ccc(S(=O)(=O)Nc2nccs2)cc1)c1ccccc1 | -2 | 1.4 | 2 | 0.0 |
| 9 | O=C(COc1ccc2c(c1)C(=O)CC2)Nc1ccc2ncccc2c1 | 3 | -0.7 | -34 | 0.5 |
| 10 | COc1cc(Nc2nc3c(NCCOc4ccccc4)ncnc3n2C(C)C)cc(OC)c1OC | -2 | 0.1 | -7 | 0.3 |
| 11 | COCC(=O)NCc1ccccc1Cl | -2 | 0.9 | 4 | 0.0 |
| 12 | Cc1cccc(N2C(=O)C(=O)/C(=C(/O)c3ccc(Cl)cc3)C2c2ccc(Br)cc2)c1 (stereo not given) | 5 | -0.2 | -4 | 0.3 |
| 13 | O=C(NCc1ccccc1)C(Cc1ccccc1)NS(=O)(=O)c1cccc2cccnc12 (stereo not given) | 13 | 0.6 | 12 | 0.0 |
| 14 | CCn1nc(C)c(CNC(=O)CCc2nnc(CCc3ccccc3OC)o2)c1C | 13 | 2.6 | 1 | 0.0 |
| 15 | CC(C)NC(=O)C1CCCN(S(=O)(=O)c2ccc(F)cc2)C1 (stereo not given) | -5 | -0.6 | 1 | 0.1 |
| 16 | NC(=O)c1cc(NC(=O)COC(=O)c2ccccc2NCc2ccco2)cc(C(N)=O)c1 | -7 | 1.1 | 4 | 0.0 |
| 17 | CCOC(=O)N1CCC(NC(=O)c2cccc(-n3ccc4ccccc43)c2)CC1 | 0 | -0.4 | 5 | -0.3 |
| 18 | COc1cc(NC(=O)c2cc3n(n2)C(C(F)(F)F)CC(c2ccc(Br)cc2)N3)cc(OC)c1OC (stereo not given) | 3 | -0.1 | -4 | 0.1 |
| 19 | COc1cccc2c1NC(c1ccc(Cl)cc1)C1CC=CC21 (stereo not given) | 12 | 2.0 | 3 | -0.4 |
| 20 | COCC(C)NS(=O)(=O)c1cc2c3c(c1)CC(=O)N3CCC2 (stereo not given) | -25 | 0.1 | 1 | -0.1 |
| 21 | Cc1nn(-c2ccccc2)c(Cl)c1C(N)=O | -4 | -1.0 | -18 | -0.1 |
| 22 | O=C(COC(=O)c1ccc(O)cc1)NC(c1ccccc1)c1ccccc1 | -9 | -1.0 | -9 | 0.1 |
| 23 | COc1ccc(N2CCN(C(=O)C3CCCN(S(C)(=O)=O)C3)CC2)cc1 (stereo not given) | 14 | -0.4 | -3 | 1.0 |
| 24 | Cn1c(Nc2nc3ccc(C(=O)NCc4cccc(C(F)(F)F)c4)cc3s2)nc2ccccc21 | 7 | 0.0 | 6 | 0.1 |

Rewritten field by field: 4 of the compounds above.
14	CCn1nc(C)c(CNC(=O)CCc2nnc(CCc3ccccc3OC)o2)c1C
- MITF primary: 13
- GPR151 activ: 2.6
- TEAD-YAP block: 1
- FBW7 act: 0.0

19	COc1cccc2c1NC(c1ccc(Cl)cc1)C1CC=CC21 (stereo not given)
- MITF primary: 12
- GPR151 activ: 2.0
- TEAD-YAP block: 3
- FBW7 act: -0.4

22	O=C(COC(=O)c1ccc(O)cc1)NC(c1ccccc1)c1ccccc1
- MITF primary: -9
- GPR151 activ: -1.0
- TEAD-YAP block: -9
- FBW7 act: 0.1

17	CCOC(=O)N1CCC(NC(=O)c2cccc(-n3ccc4ccccc43)c2)CC1
- MITF primary: 0
- GPR151 activ: -0.4
- TEAD-YAP block: 5
- FBW7 act: -0.3

Record cards (already shown). Screens in order: MITF primary	GPR151 activ	TEAD-YAP block	FBW7 act
`Cc1c(CN2CCN(C3CCN(C(C)C)CC3)C(CCO)C2)cnn1C` (stereo not given) in the list: 84*	0.1	0	-0.1
`COc1cc(NC(=O)c2cc3n(n2)C(C(F)(F)F)CC(c2ccc(Br)cc2)N3)cc(OC)c1OC` (stereo not given) in the list: 3	-0.1	-4	0.1

Next part:
| nr | mol | MITF primary | GPR151 activ | TEAD-YAP block | FBW7 act |
| --- | --- | --- | --- | --- | --- |
| 25 | COc1ccc(S(=O)(=O)NCC2CCCN(C(=O)C3=CCCC3)C2)cc1 (stereo not given) | 2 | 0.6 | 3 | -0.1 |
| 26 | Cc1c(-c2ccc(O)cc2)nc2nc(-c3ccccc3)c(-c3ccccc3)nn12 | 5 | -0.2 | -6 | 0.3 |
| 27 | COc1cc(-c2nc3ccc(C(=O)NCc4ccc(F)cc4)cc3nc2-c2cc(OC)c(OC)c(OC)c2)cc(OC)c1OC | 10 | -1.2 | 8 | 0.1 |
| 28 | N#CC1=C(N)C(C#N)(C#N)C(c2ccc(Cl)cc2)C2CCCC=C12 (stereo not given) | 0 | 0.2 | 3 | -0.1 |
| 29 | COc1ccc(CC(=O)N2CC(C)CC(C)C2)cc1OC (stereo not given) | 7 | -1.0 | 3 | 0.1 |
| 30 | O=C(CSc1nnc(-c2ccc(Cl)cc2Cl)n1-c1ccccc1)N1CCOCC1 | 8 | 0.0 | -16 | -0.1 |
| 31 | CCOC(=O)c1c(NC(=O)c2ccc([N+](=O)[O-])o2)sc2c1CCCCC2 | -1 | 2.2 | 7 | 0.1 |
| 32 | CCN1CCCC1CNC(=O)c1sc2nc(C)cc(C)c2c1-n1cccc1 (stereo not given) | -1 | 3.4 | -7 | 0.0 |
| 33 | CCN(CC(=O)NC(C)(C)C)S(=O)(=O)c1cc(Cl)ccc1Cl | -11 | 0.5 | -6 | 0.1 |
| 34 | O=C(c1nn2c(C(F)(F)F)cc(-c3ccco3)nc2c1Br)N1CCCc2ccccc21 | 7 | -0.9 | 6 | -0.1 |
| 35 | CC(C)C[C@H]1NC(=O)[C@H]2CN(C(=O)OCc3ccccc3)CCN2C1=O | 5 | 0.0 | -3 | 0.1 |
| 36 | Cc1ccc(N(CC(=O)Nc2cccc(Cl)c2C)S(=O)(=O)c2ccccc2)cc1Cl | 3 | 0.4 | 1 | -0.1 |

Nothing new here: entries from further up.
| nr | mol | MITF primary | GPR151 activ | TEAD-YAP block | FBW7 act |
| --- | --- | --- | --- | --- | --- |
| 30 | O=C(CSc1nnc(-c2ccc(Cl)cc2Cl)n1-c1ccccc1)N1CCOCC1 | 8 | 0.0 | -16 | -0.1 |
| 31 | CCOC(=O)c1c(NC(=O)c2ccc([N+](=O)[O-])o2)sc2c1CCCCC2 | -1 | 2.2 | 7 | 0.1 |
| 32 | CCN1CCCC1CNC(=O)c1sc2nc(C)cc(C)c2c1-n1cccc1 (stereo not given) | -1 | 3.4 | -7 | 0.0 |
| 33 | CCN(CC(=O)NC(C)(C)C)S(=O)(=O)c1cc(Cl)ccc1Cl | -11 | 0.5 | -6 | 0.1 |
| 34 | O=C(c1nn2c(C(F)(F)F)cc(-c3ccco3)nc2c1Br)N1CCCc2ccccc21 | 7 | -0.9 | 6 | -0.1 |
| 35 | CC(C)C[C@H]1NC(=O)[C@H]2CN(C(=O)OCc3ccccc3)CCN2C1=O | 5 | 0.0 | -3 | 0.1 |
| 36 | Cc1ccc(N(CC(=O)Nc2cccc(Cl)c2C)S(=O)(=O)c2ccccc2)cc1Cl | 3 | 0.4 | 1 | -0.1 |

Continuation.
| nr | mol | MITF primary | GPR151 activ | TEAD-YAP block | FBW7 act |
| --- | --- | --- | --- | --- | --- |
| 37 | COc1ccc(-c2cnn3ccc(NCc4ccncc4)nc23)c(OC)c1 | 21 | 0.6 | -10 | -0.5 |
| 38 | COc1ccc(N=C(c2ccccc2)c2c(C)[nH]n(-c3ccccc3)c2=O)cc1 | 8 | -1.1 | -4 | -0.1 |
| 39 | CCCOc1cccc(C(=O)Nc2cccc(C(=O)Nc3nccs3)c2)c1 | 0 | -1.5 | -13 | -0.1 |
| 40 | COCCCNC(=O)c1cc2c(=O)n(C)c3ccccc3c2n1C | 16 | 2.1 | 10 | -0.2 |
| 41 | O=C(Nc1ccc(C(=O)N2CCCC2)cc1)Nc1cccc(C(F)(F)F)c1 | 16 | 2.3 | 7 | 0.0 |
| 42 | COc1ccc(OC(C)=O)c(/C=C2/N=C(c3ccccc3C)OC2=O)c1 | -1 | -1.5 | -2 | -0.2 |
| 43 | CC(C)Cn1cc(F)c(=O)n(CC(C)C)c1=O | -4 | 0.1 | -1 | 0.0 |
| 44 | N#Cc1ccc(NC(=O)CSc2nnc(-c3cccnc3)n2-c2ccccc2F)cc1 | 4 | -0.1 | 3 | -0.1 |
| 45 | O=C(CCc1cccnc1)NCc1nnc2n1CCN(Cc1cc3ccccc3s1)CC2 | 8 | 1.2 | 6 | 0.3 |
| 46 | COc1ccc(OCC(=O)N2c3ccccc3C(C)(c3ccc(C)cc3)CC2(C)C)cc1 (stereo not given) | 14 | -0.2 | 2 | 0.0 |
| 47 | CC(NC1CC(=O)N(c2ccccc2)C1=O)c1ccccc1 (stereo not given) | 10 | 1.1 | 11 | 0.0 |
| 48 | CC(CCc1ccccc1)Nc1ncnc2sccc12 (stereo not given) | 8 | 1.9 | 51* | 0.3 |

Rows are unselected; any-hit rate near 3.4%.
